Screening results from PubChem.
Epigenetic derep: derepresses silenced GFP reporter in murine cells. Potency, µM (doses to about 53.9 µM), for the others: top-dose GFP activation, usual class: activators. murine LDR cells, GFP reporter derepression, 30 h. AID 1865. actives 0.2% (n = 280,000); also: potency is read from the fitted curve at half-maximal effect; % of control where 0% means no effect; nearly all actives have a fitted effect of over 60% in size
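Readout is the number of GFP-expressing murine LDR cells, counted by cytometry following washing. Cells were treated with compound for 30 h at 37 C; the stably integrated CMV-GFP locus is normally silent.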
KinaseGlo FLuc: Kinase-Glo luciferase inhibition (counter-screen); Q27757; Kinase-Glo luciferase, ATP luminescence, 8 min; actives 0.28% (n = 200,000); Potency, µM (series often up to 38.3 µM), for inactives: at the top dose activity change, negative = inhibition, most hits filed as inhibitors; also: potency is read from the fitted curve at half-maximal effect; % is scaled to controls: 0 for no effect and ±100 for the full control effect; nearly all actives have a fitted effect of over 60% in size
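Substrate mix (final 50 mM imidazole pH 7.2, 50 mM KCl, 7 mM MgCl2, 10 uM ATP, 0.01% Tween 20, 0.05% BSA) plus pin-tool compound, then Kinase-Glo detection mix; 8 min ambient, luminescence read.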
GLA spleen mod: alpha-galactosidase A (human) modulation; P06280; human spleen homogenate, 4MU-alpha-Gal fluorescence, 40 min; Potency, µM (highest dose often 80 µM), for inactives: at the top dose activity change, negative = inhibition, most hits filed as inhibitors; actives 0.008% (n = 240,000); AID 2107;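 also: potency is read from the fitted curve at half-maximal effect; 0% = enzyme with vehicle and -100% = no enzyme basal signal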
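Fluorogenic readout (Ex 365/Em 440 nm) of 4-methylumbelliferone released from 1 mM 4-MU-alpha-galactoside by spleen homogenate, 40 min at 37C, pH 5.0. Data normalized to no-enzyme and enzyme controls; Hill-equation AC50 from compound titrations.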
IMPase Li inh: cell-permeable IMPase inhibitors with lithium potentiation. CHO-M1 cells, IP1 TR-FRET (IP-One), carbachol + lithium. actives 0.35% (n = 210,000). Potency, µM (titrated, usually from 59.4 µM), for the others: top-dose activity, negative = IMPase inhibition, actives largely listed as inhibitors. AID 1457;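 also: IP1 builds up when IMPase is blocked and the TR-FRET signal falls; potency is read from the fitted curve at half-maximal effect; plate controls were basal vehicle for no effect and high inhibitor control for full effect; nearly all actives have a fitted effect of over 50% in size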
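CHO cells stably expressing M1 receptor (2000/well) were cultured 16–30 h, then exposed to compounds with a small lithium addition for 30 min at 37C. IP1 was measured by TR-FRET competition; AC50 from Hill fits.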
NPSR antagonist: neuropeptide S receptor (human) antagonism, cAMP; Potency, µM (titrated, usually from 38.3 µM), without a hit: at the top dose activity change, negative = inhibition, usual class: inhibitors; actives 1% (n = 220,000); AID 1461; Q6W5P4; CHO-NPSR cells, cAMP TR-FRET, antagonist mode; also: potency is read from the fitted curve at half-maximal effect; % is scaled to controls: 0 for no effect and ±100 for the full control effect; nearly all actives have a fitted effect of over 50% in size; many of its hits are not listed in these tables
Target sequence (Q6W5P4 whole entry, looked up): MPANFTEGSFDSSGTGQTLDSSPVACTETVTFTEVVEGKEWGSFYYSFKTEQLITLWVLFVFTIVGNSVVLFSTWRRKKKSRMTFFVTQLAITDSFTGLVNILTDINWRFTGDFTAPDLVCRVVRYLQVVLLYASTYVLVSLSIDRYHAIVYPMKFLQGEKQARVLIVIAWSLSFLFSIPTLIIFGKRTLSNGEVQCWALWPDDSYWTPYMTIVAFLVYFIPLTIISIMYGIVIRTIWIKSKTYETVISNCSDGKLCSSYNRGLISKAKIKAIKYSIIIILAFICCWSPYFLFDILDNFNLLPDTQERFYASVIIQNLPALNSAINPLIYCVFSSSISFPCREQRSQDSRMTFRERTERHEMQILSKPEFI
CBFb RUNX1 block: blocks binding between human CBF-beta and RUNX1 | AID 1477 | AlphaScreen CBFb-His/RUNX1-biotin binding, biochemical | Potency, µM (highest dose often 59.8 µM), for the others: top-dose activity, negative = inhibition, actives largely listed as inhibitors | 230,000 tested, under 10 active | Q01196+Q13951; also: % of control where 0% means no effect
Target sequence (Q01196 whole entry, looked up): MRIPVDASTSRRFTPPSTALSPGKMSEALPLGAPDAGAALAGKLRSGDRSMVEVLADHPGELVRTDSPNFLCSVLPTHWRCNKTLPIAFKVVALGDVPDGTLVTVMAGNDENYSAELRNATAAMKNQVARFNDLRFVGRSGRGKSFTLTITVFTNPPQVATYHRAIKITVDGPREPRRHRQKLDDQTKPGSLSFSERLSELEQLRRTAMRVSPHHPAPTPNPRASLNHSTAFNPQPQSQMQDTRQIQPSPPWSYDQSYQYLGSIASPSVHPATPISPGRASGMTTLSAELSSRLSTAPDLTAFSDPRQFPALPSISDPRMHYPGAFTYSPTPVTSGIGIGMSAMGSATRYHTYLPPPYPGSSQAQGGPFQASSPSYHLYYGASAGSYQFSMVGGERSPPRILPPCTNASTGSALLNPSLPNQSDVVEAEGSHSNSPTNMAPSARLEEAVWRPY
Target sequence (Q13951 whole entry, looked up): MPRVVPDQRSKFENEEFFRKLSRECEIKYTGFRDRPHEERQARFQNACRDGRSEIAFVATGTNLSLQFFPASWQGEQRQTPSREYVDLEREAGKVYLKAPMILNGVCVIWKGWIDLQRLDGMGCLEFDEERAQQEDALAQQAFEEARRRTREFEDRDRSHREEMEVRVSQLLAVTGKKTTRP
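Read-out: AlphaScreen. Format: His-CBF-beta with biotinylated RUNX1 (30 nM each) preincubated 20 min, compound 15 min, Ni-chelate plus streptavidin beads 90 min; room temperature throughout.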
Lamin A splicing: LMNA splicing modulation. HeLa LMNA splicing GFP/RFP minigene ratio, 48 h. Potency, µM (titrated, usually from 46.1 µM), for inactives: top-dose ratio change, negative = inhibition, hits mostly inhibitors. actives 0.01% (n = 200,000). AID 1487; active = well fitted inhibition curve with a large enough effect in the signal ratio, with a control signal flat, not every such curve was filed as active; inconclusive = small, poorly fitted or top-dose-only effect, or effect the other way, or a change in a side signal; the % refers to the signal ratio; also: potency is read from the fitted curve at half-maximal effect; % is scaled to controls: 0 for no effect and ±100 for the full control effect
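S3 HeLa cells stably expressing lamin A-EGFP splicing minigene plus DsRed2, 600 cells/well, 48 h compound exposure at 37C. Laser-scanning cytometry; analysed as GFP (500-530 nm)/RFP (575-640 nm) total intensity ratio; 0.5% DMSO vehicle.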
The depositor's hits bear a star; ? = inconclusive; / = no result given; & = joins results of further samples; [ ] = another dose, or the depositor's remark. Unless noted, calls follow the shape of the dose curve; as a rule, active = well fitted curve in the direction sought with a large enough effect; inconclusive = small, poorly fitted or top-dose-only effect, or another doubt; inactive = no such curve, though single readings can be large; an effect the other way counts as inactive or inconclusive. An excerpt; rates above refer to the full screens.

1	CC1CN(C(=O)Cn2cnc3c2c(=O)n(C)c(=O)n3C)CC(C)O1 (configuration not stated)
2	CO[C@@H]1COC(=O)C/C=C\[C@H](C)COC(=O)[C@H](Cc2ccccc2)NC(=O)C/C=C\[C@H]1C
3	CCOC(=O)N1CCC(NC(=O)C2CCN(c3nc(-c4ccc(OC)cc4)no3)CC2)CC1
4	COCCNc1ccnc(-c2c(C)noc2C)n1
5	CN(CC(=O)Nc1ccccc1C(=O)N1CCCC1)S(=O)(=O)c1ccc(Br)cc1
6	O=C(CCCC(=O)N(c1ccc2c(c1)OCCO2)C(C(=O)NC1CCCCC1)c1ccc(Cl)cc1)Nc1ccccn1 (configuration not stated)
7	Cc1cc(C)c(-c2cc(NC(=O)CSc3nncn3C)n(-c3ccccc3)n2)cc1C
8	COc1ccc(O[C@H]2C=C[C@@H](c3ccccc3)O[C@H]2COC(=O)CC/C(C)=N\O[C@@H](C)CN2CCCCc3nc(C)c(C)cc32)cc1
9	O=[N+]([O-])c1nn(-c2ccccc2)[n+]([O-])c1N1CCN(c2ccccc2F)CC1
10	Cn1ncc(C#N)c1/N=C/N1CCCC1

compound no.	1	2	3	4	5	6	7	8	9	10
Epigenetic derep	-1.0%	1.1%[10.1 µM]	0.0%	-0.2%	0.0%	-8.7%	0.0%	1.1%[10.1 µM]	-0.1%	0.8%
Lamin A splicing	1%	/	8%	-10%	-2%	-4%	-10%	/	/	4%
NPSR antagonist	0%[46.1 µM]	/	-2%[46.1 µM]	/	-5%[46.1 µM]	-20%[46.1 µM]	-12%[46.1 µM]	/	2%	-9%[46.1 µM]
CBFb RUNX1 block	0%	16%[13.1 µM]	1%	/	3%	3%	0%	12%[13.1 µM]	?	0%
IMPase Li inh	17%[38.3 µM]	/	-3%[38.3 µM]	-7%	9%[38.3 µM]	11%	46%[activator][38.3 µM]	/	-1%	40%[38.3 µM]
KinaseGlo FLuc	-1%	/	-5%	-1%	4%	3%	1%	/	-1%	-1%
GLA spleen mod	-7%	3%[17.5 µM]	7%	-2%	-1%	-4%	-8%	3%[17.5 µM]	3%	-3%

11	COC(=O)c1[nH]c2ccccc2c1NC(=O)C(C)N1CCN(C(=O)c2ccco2)CC1 (configuration not stated)
12	Cc1cc(C(=O)NC2Cc3ccccc3C2)c(C)o1
13	O=C(NC1CCCCC1)N1CCCC(c2nc(-c3ccc(S(=O)(=O)N4CCCC4)cc3)no2)C1 (configuration not stated)
14	Cc1cccc(Nc2nc(N)nc(CN3CCN(Cc4ccc5c(c4)OCO5)CC3)n2)c1
15	CC1=C(C(=O)NCCN2CCOCC2)C2(CCC(C)CC2)OC1=O (configuration not stated)
16	c1ccc(-c2csc3nnc(SCc4ccc5c(c4)OCO5)n23)cc1
17	O=C(CCN1C(=O)c2ccccc2C1=O)Nc1ccc(F)cc1
18	Cc1nn(Cc2ccccc2)c(C)c1C(=O)NCCN1C(=O)S/C(=C\c2ccccc2)C1=O
19	Cc1nc(-c2ccccc2)sc1C1(C)CC(c2ccc(C#N)cc2)=NO1 (configuration not stated)
20	Cn1nnnc1SCC(=O)NCC(=O)c1ccccc1

compound no.	11	12	13	14	15	16	17	18	19	20
Epigenetic derep	-1.1%	1.1%	0.0%	1.7%	-1.6%	0.5%	0.0%	0.0%	1.4%	0.0%
Lamin A splicing	5%	?	4%	?	-5%	-16%	-3%	-9%	/	7%
NPSR antagonist	-20%[46.1 µM]	-4%	-24%[46.1 µM]	?	-1%[46.1 µM]	-20%[46.1 µM]	-19%[46.1 µM]	10%	15%	?
CBFb RUNX1 block	-1%	/	-1%	5%	9%	6%	7%	0%	10%	3%
IMPase Li inh	7%[38.3 µM]	/	22%[38.3 µM]	5%[38.3 µM]	36%[activator][38.3 µM]	48%[activator][38.3 µM]	12%[38.3 µM]	14%	/	-23%[38.3 µM]
KinaseGlo FLuc	-1%	/	-1%	5%	5%	-3%	0%	6%	/	-3%
GLA spleen mod	7%	7%	5%	-2%	-5%	6%	4%	-2%	3%	1%

21	CC(C)(C)c1nnc2sc(SCCN3C(=O)c4ccccc4C3=O)nn2c1=O
22	CC(C)Cn1c(N)c(C(=O)COC(=O)c2cc(-c3ccccc3)nc3ccccc23)c(=O)n(C)c1=O
23	CC(=O)OC[C@@H]1O[C@H](C/C=N\OCC[C@H]2C=C[C@H](OC(C)=O)[C@@H](COC(C)=O)O2)C=C[C@@H]1OC(C)=O
24	C/C(CC(=O)NCc1ccco1)=N\NC(=O)COc1ccc(Cl)cc1Cl
25	CCNc1ccc(C(=O)OC(C(=O)NC(N)=O)C(C)C)cc1[N+](=O)[O-] (configuration not stated)
26	CC(C)(O)C(O)COc1c2ccoc2cc2oc(=O)ccc12 (configuration not stated)
27	CCOC(=O)CCC(NC(=O)CCCCCCCC(=O)NC(CCC(=O)OCC)C(=O)OCC)C(=O)OCC (configuration not stated)
28	COc1ccc(C(=O)Nc2nc(-c3ccc([N+](=O)[O-])cc3)c(-c3ccc(OC)cc3)s2)cc1
29	Cc1nn(Cc2ccccc2)c(C)c1NC(=O)c1cc(-c2ccc3c(c2)OCO3)on1
30	COc1ccc(C2CC(c3ccc(OC)cc3)n3nc(N)nc3N2)cc1 (configuration not stated)

compound no.	21	22	23	24	25	26	27	28	29	30
Epigenetic derep	0.0%	0.3%&-4.3%	0.8%[10.1 µM]	3.8%	-2.1%	-2.9%	-0.9%	0.0%	4.1%	1.3%
Lamin A splicing	6%	?	/	?	-7%[46 µM]	-11%[46 µM]	0%	-12%	4%	-8%
NPSR antagonist	3%[7.67 µM]	-9%	/	2%	8%	19%	19%	-18%	?	-11%[46.1 µM]
CBFb RUNX1 block	5%	1%	10%[13.1 µM]	-3%	1%	12%	0%	7%	4%	8%
IMPase Li inh	4%[38.3 µM]	2%&-1%	/	8%	5%	/	1%	0%	-1%[38.3 µM]	24%[38.3 µM]
KinaseGlo FLuc	2%	3%&-1%	/	-1%	-2%	-2%	-2%	1%	2%	0%
GLA spleen mod	-14%	1%&-1%	8%[17.5 µM]	0%	0%	-9%	8%	-6%	2%	6%

31	O=Nc1c(O)n(Cc2ccccc2)c2ccccc12
32	CCN(CC)CC(=O)NN=C(c1ccccc1)c1ccccc1
33	COc1ccc(O)c(C2=Nc3ccccc3N=C(c3ccccc3)C2)c1
34	COc1ccc(Cn2ccnc2CO)cc1[N+](=O)[O-]
35	COc1cccc(/C=N/NC(=O)c2ccc(OCc3cccc(Br)c3)cc2)c1
36	CNC(=S)NNC(=O)CNc1ccc(C)c(Cl)c1
37	CCCC(C(=O)NC1CCCCC1)N(CC1CCCO1)C(=O)CNS(=O)(=O)c1ccc(F)cc1 (configuration not stated)
38	CCOC(=O)COn1c(=O)c(C)[n+]([O-])c2ccccc21
39	O=C(CCNS(=O)(=O)c1ccc(Cl)cc1)N1CCC2(O)CCCCC2C1 (configuration not stated)
40	COc1ccc(-c2cc(C(F)F)n3ncc(C(=O)n4ccnc4C)c3n2)cc1

compound no.	31	32	33	34	35	36	37	38	39	40
Epigenetic derep	0.1%	-1.0%	2.1%&-0.8%	-1.1%	-3.7%	-1.2%	-0.7%	?	-3.7%	2.8%
Lamin A splicing	/	7%	/	/	0%	/	-1%	-3%	10%	?
NPSR antagonist	-2%	?	-48%	2%	?	12%	-7%[46.1 µM]	-10%[46.1 µM]	-6%[46.1 µM]	-60%
CBFb RUNX1 block	0%	2%	2%	0%	0%	-2%	-2%	4%	15%	8%
IMPase Li inh	/	17%[38.3 µM]	/	13%	27%[38.3 µM]	-17%	6%[38.3 µM]	22%[38.3 µM]	/	2%
KinaseGlo FLuc	/	-2%	/	-2%	2%	10%	1%	-3%	/	-4%
GLA spleen mod	5%	-5%	12%	2%	4%	-1%	-5%	3%	-2%	21%

For convenience, 4 of the compounds above.
37	CCCC(C(=O)NC1CCCCC1)N(CC1CCCO1)C(=O)CNS(=O)(=O)c1ccc(F)cc1 (configuration not stated)
38	CCOC(=O)COn1c(=O)c(C)[n+]([O-])c2ccccc21
39	O=C(CCNS(=O)(=O)c1ccc(Cl)cc1)N1CCC2(O)CCCCC2C1 (configuration not stated)
40	COc1ccc(-c2cc(C(F)F)n3ncc(C(=O)n4ccnc4C)c3n2)cc1

compound no.	37	38	39	40
Epigenetic derep	-0.7%	?	-3.7%	2.8%
Lamin A splicing	-1%	-3%	10%	?
NPSR antagonist	-7%[46.1 µM]	-10%[46.1 µM]	-6%[46.1 µM]	-60%
CBFb RUNX1 block	-2%	4%	15%	8%
IMPase Li inh	6%[38.3 µM]	22%[38.3 µM]	/	2%
KinaseGlo FLuc	1%	-3%	/	-4%
GLA spleen mod	-5%	3%	-2%	21%

Continued:
41	CC(C)c1nc(SCC(=O)c2ccccc2)c2c(=O)n(C)c(=O)n(C)c2n1
42	CC(C)Cn1cnc2c1c(=O)n(CC(=O)Nc1ccc3c(c1)OCO3)c(=O)n2Cc1ccccc1
43	CCOC(=O)C1(C)C=C(Nc2ccccc2)C(=O)N1c1ccccc1 (configuration not stated)
44	COc1ccc(CCNC(=O)C(NS(=O)(=O)c2ccc3c(c2)CCN3C(C)=O)C(C)C)cc1OC (configuration not stated)
45	CC[C@@H](C)CN1C(=O)N[C@@H](c2ccccc2)C(C(=O)OC)=C1C
46	CC1CCN(C(=O)CSCc2ccc(Cl)cc2)CC1

compound no.	41	42	43	44	45	46
Epigenetic derep	-0.8%	-0.6%	-0.1%	5.7%	/	1.6%
Lamin A splicing	-3%	6%	/	?	-2%[9.22 µM]	-4%
NPSR antagonist	-4%[46.1 µM]	-26%[46.1 µM]	0%	2%	/	-7%[46.1 µM]
CBFb RUNX1 block	9%	1%	1%	5%	0%[13.1 µM]	4%
IMPase Li inh	26%[38.3 µM]	5%[38.3 µM]	0%	-4%	-3%	-3%[38.3 µM]
KinaseGlo FLuc	5%	-2%	-2%	-1%	1%[7.66 µM]	-3%
GLA spleen mod	2%	-9%	4%	1%	5%[17.5 µM]	-10%
